Screens deposited in PubChem by several laboratories.
NPY-Y1 antag: antagonists of human neuropeptide Y receptor Y1; HEK293-CNG Y1 cells, membrane potential fluorescence; NPY at EC95, then isoproterenol; inhibition, % at 3.6 µM; 200,000 tested, 1% active; AID 1040;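 active = inhibition above the campaign mean inhibition of all tested compounds plus 3 SD, cut at about 20% in these data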;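 note: 0% = DMSO wells given NPY plus isoproterenol and 100% = isoproterenol alone without NPY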
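Test system: HEK293 cells co-expressing NPY Y1 receptor and cyclic-nucleotide gated channel; Also added: NPY (25 nM), isoproterenol (1 µM), Ro 20-1724 (25 µM); Compound dosing: one concentration, 3.6 µM, in 0.4% DMSO; Timing: dye 3 h, compound 60 min room temperature, stimulation 45 min; Technique: Membrane-potential fluorescent dye readout.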
NPY1 pot ag: human NPY-Y1 potentiation or agonism, primary screen; P25929; NPY-Y1 expressing cells, potentiator/agonist activation; activation, % at 3.6 µM; 220,000 tested, 0.37% active; AID 1304; in the data active = activation above about 33%, passing the limit was not always enough;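 note: cells stimulated with NPY at EC10 then isoproterenol at EC100; 0% = low agonist plus stimulus and 100% = saturating agonist plus stimulus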
S1P4 antag: human S1P4 receptor antagonism; S1P4-expressing cells, antagonist mode, reporter read-out; inhibition, % at 4.98 µM; 220,000 tested, 0.26% active; AID 1510; in the data active = inhibition above about 29%;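 note: 0% = wells stimulated with agonist and 100% = vehicle wells without agonist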
Target sequence (O95977 whole entry, looked up): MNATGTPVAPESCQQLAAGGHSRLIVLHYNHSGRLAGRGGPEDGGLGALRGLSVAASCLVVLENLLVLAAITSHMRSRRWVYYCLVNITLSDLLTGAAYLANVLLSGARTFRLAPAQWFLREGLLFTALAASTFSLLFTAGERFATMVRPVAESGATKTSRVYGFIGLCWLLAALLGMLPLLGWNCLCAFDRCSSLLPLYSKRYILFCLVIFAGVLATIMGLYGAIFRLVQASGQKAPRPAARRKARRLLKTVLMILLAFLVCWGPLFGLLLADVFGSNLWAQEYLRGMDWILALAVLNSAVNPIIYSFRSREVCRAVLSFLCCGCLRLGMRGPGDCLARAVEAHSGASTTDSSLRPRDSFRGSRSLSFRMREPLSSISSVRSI
CHOP inh: inhibitors of CHOP induction in ER stress response | CHO-K1 CHOP-promoter luciferase, tunicamycin-induced, 15-18 h | inhibition, % at 10 µM | 220,000 tested, 3.8% active;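 active = compounds that reduced the stress-induced luciferase reporter signal by more than about 70% of percent inhibition, limit read from the data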;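 note: 0% = tunicamycin plus vehicle and 100% = wells without tunicamycin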
TRPML3 ag: activates the human TRPML3 channel. activation, % at 3 µM. 220,000 tested, 0.29% active. AID 1448. HEK293 TRPML3-YFP, Fluo-8 calcium fluorescence; 100% = the carbachol control signal;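 active = activation above its plate's cutoff, the mean activation of the plate's test wells plus 3 SD, cut at about 12% in these data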;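 note: 0% = DMSO only wells and 100% = carbachol wells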
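system = HEK293 cells stably carrying human TRPML3-YFP | doses = one concentration, 3 µM nominal, 0.3% DMSO | timing = dye loading 1 h 37 °C then 30 min ambient, 125 s read | detection = Fluo-8 calcium dye fluorescence, ex 470-495, em 515-575 nm | benchmarks = high control carbachol 87 µM, low control DMSO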
zfTRPN1 agonist: zebrafish TRPN1 (NompC) channel agonism; activation, % at 3 µM; HEK293 zebrafish TRPN1-YFP, Fluo-8 calcium fluorescence; 100% = response to 87 µM carbachol; 220,000 tested, 0.18% active;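 active = activation above its plate's cutoff, the mean activation of test wells on that plate plus 3 SD, cut at about 19% in these data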;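 note: 0% = DMSO alone and 100% = 87 µM carbachol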
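System: zebrafish TRPN1-YFP in HEK293 cells / Dosing: 3 µM single point / Timing: dye loading 1 h at 37 °C, then 30 min room temperature / Signal: Fluo-8 calcium fluorescence, excitation 470-495 nm, emission 515-575 nm / Read-out basis: percent activation from peak over basal fluorescence ratio, control-normalized / Control set: high carbachol 87 µM, low DMSO alone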
NPY-Y2 PAM-ag: potentiates or activates human NPY-Y2 receptor | 220,000 tested, 0.45% active | P49146 | cells expressing NPY-Y2, potentiator/agonist read-out | AID 1359 | activation, % at 3.6 µM; in the data active = activation above about 27%;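 note: cells stimulated with NPY near EC25 plus isoproterenol at EC100; 0% = vehicle plus submaximal agonist and 100% = vehicle plus saturating agonist; some results beyond the cut were filed as inactive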
EP2 modulator: modulators of human EP2 prostaglandin E2 receptor; 260,000 tested, 0.83% active; P43116; AID 940; induction, % at 25 µM; EP2-expressing cells, cAMP HTRF FRET, PGE2 co-stimulation;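 active = compounds whose cAMP rise, as percent of the full-agonist control response, exceeds 60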;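 note: rat C6 glioma line stably carrying human EP2 under a CMV promoter; the protocol text gives 20 µM as final concentration; 100% = response of wells given 1 µM PGE2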
Target sequence (P43116 whole entry, looked up): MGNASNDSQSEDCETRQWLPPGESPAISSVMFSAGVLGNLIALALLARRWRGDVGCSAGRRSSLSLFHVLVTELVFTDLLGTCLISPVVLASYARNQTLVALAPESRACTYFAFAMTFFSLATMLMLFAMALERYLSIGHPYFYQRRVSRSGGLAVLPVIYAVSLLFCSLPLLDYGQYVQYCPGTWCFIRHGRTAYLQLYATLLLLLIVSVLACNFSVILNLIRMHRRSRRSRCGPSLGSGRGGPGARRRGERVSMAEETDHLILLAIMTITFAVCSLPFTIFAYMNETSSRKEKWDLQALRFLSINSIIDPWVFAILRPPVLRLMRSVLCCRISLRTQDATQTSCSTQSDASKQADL
S1P4 agonist: activates the human S1P4 receptor. O95977. S1P4-expressing cell line, agonist reporter assay. activation, % at 4.98 µM. 220,000 tested, 0.35% active. AID 1509; in the data active = activation above about 11%;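 note: 0% = DMSO vehicle and 100% = reference agonist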
The depositor's hits bear a star; · = no result given; & = joins results of further samples.

Screens in order – NPY-Y1 antag | NPY1 pot ag | S1P4 antag | CHOP inh | TRPML3 ag | zfTRPN1 agonist | NPY-Y2 PAM-ag | EP2 modulator | S1P4 agonist
1) COc1ccc(OC)c(NC(=O)COc2ccc(S(=O)(=O)NC(C)C)cc2)c1
    -2 | -27 | -17 | -15 | 0.3 | -0.1 | -1 | 2 | 0.8
2) Cc1cc(/C=C2/SC(=O)N(CC(=O)N3CCOCC3)C2=O)c(C)n1-c1ccccc1F
    7 | -20 | -19 | 19 | 1.1 | 2.4 | 7 | 11 | 6.2
3) COc1cc(C(=O)O)cc(NC(=O)c2cccs2)c1OC
    1 | 9 | -7 | 13 | 0.7 | -1.1 | -8 | 16 | 1.4
4) CC(=O)c1sc(C(C)(C)C)cc1NC(=O)CCC(=O)O
    · | -12 | -13 | 3 | 0.2 | 3.4 | -4 | 32 | -0.7
5) COc1ccc(N2CCN(Cc3nc4ccsc4c(=O)[nH]3)CC2)cc1
    7 | -6 | -14 | 19 | 0.4 | -0.5 | 12 | 10 | -3.3
6) CCN1CCN(c2c(/C=C3\SC(=S)N(Cc4ccco4)C3=O)c(C)c(C#N)c(=O)n2C)CC1
    · | -5 | 4 | -16 | 3.6 | 2.4 | 2 | -21 | 0.9
7) CCOC(=O)C(Oc1ccc(=O)n(-c2ccccc2)n1)C(C)=O (stereo not given)
    5 | 1 | -2 | 19 | 0.2 | 0.2 | 2 | 10 | -2.6
8) CCCCc1noc(-c2c(-c3ccccc3Cl)noc2C)n1
    4 | -20 | 2 | 0 | -1.1 | -1.8 | -19 | 20 | 0.4
9) CC1Cc2ccccc2N1S(=O)(=O)c1cccc(C(=O)OCC(=O)NC2CCS(=O)(=O)C2)c1 (stereo not given)
    -2 | -21 | 4 | 15 | -0.4 | -0.9 | 11 | -1 | 0.3
10) Clc1ccc(OCCSCc2nc3ccccc3[nH]2)cc1
    4 | -9 | -25 | 14 | 0.4 | 1.0 | -21 | -50 | -0.2
11) Cc1ncsc1C(=O)N1N=C2/C(=C/c3ccccc3)CCCC2C1c1ccccc1 (stereo not given)
    10 | 1 | -24 | 27 | 0.0 | -1.2 | -17 | 32 | 0.2
12) CCc1ccccc1NCC(=O)Nc1ccccc1C(=O)OC
    2 | -9 | -21 | 39 | -0.9 | -2.5 | 5 | 42 | 0.3
13) O=c1c2c(nc3n1CCCCC3)-c1ccccc1CC21CCCCC1
    -1 | -4 | -24 | -7 | 1.1 | 1.3 | -17 | 66* | 4.6
14) COc1ccc(-c2[nH]c(-c3ccc4c(c3)OCO4)nc2-c2ccccc2)cc1
    1 | 19 | -5 | 58 | -1.4 | -3.3 | 5 | -10 | 1.4
15) C=CCOC(=O)Nc1c(C(=O)OC)[nH]c2ccc(Cl)cc12
    3 | -3 | -28 | -12 | 0.8 | -1.2 | 4 | -50 | 1.4
16) CCOc1ccccc1C(=O)N[C@H](C(=O)Nc1cc(S(=O)(=O)N(C)C)ccc1OC)C(C)C
    0 | 0 | -5 | 17 | 0.6 | -1.1 | 11 | -10 | 0.9
17) COC(=O)c1cc(NS(=O)(=O)c2ccc(C(C)C)cc2)ccc1N1CCOCC1
    · | 24 | 2 | 12 | -0.5 | -2.8 | -14 | 11 | -0.9
18) CC[C@@H](C)[C@@H](C(=O)N1CCN(C(=O)OC(C)(C)C)CC1)n1cc(CCCN=C(NC(=O)OC(C)(C)C)NC(=O)OC(C)(C)C)nn1
    1 | -11 | 0 | 18 | 0.4 | -2.1 | -13 | 8 | -0.4
19) O=C(NCC1CCCO1)C1CCN(C2CCN(C(=O)C3CCCCC3)CC2)CC1 (stereo not given)
    -3 | 5 | 2 | 4 | 0.8 | 1.7 | 1 | 20 | 0.8
20) O=S(=O)(c1ccc(Oc2ccc(-c3nnco3)cc2)nc1)N1CCC(Cc2ccccc2)CC1
    3 | -14 | -5 | -15 | -0.4 | -0.4 | -10 | -7 | 1.4

Single values from the entries so far.
In S1P4 agonist, Cc1cc(/C=C2/SC(=O)N(CC(=O)N3CCOCC3)C2=O)c(C)n1-c1ccccc1F has 6.2
In zfTRPN1 agonist, Cc1ncsc1C(=O)N1N=C2/C(=C/c3ccccc3)CCCC2C1c1ccccc1 (stereo not given) has -1.2
In S1P4 agonist, CC[C@@H](C)[C@@H](C(=O)N1CCN(C(=O)OC(C)(C)C)CC1)n1cc(CCCN=C(NC(=O)OC(C)(C)C)NC(=O)OC(C)(C)C)nn1 has -0.4

(further entries)
Screens in order – NPY-Y1 antag | NPY1 pot ag | S1P4 antag | CHOP inh | TRPML3 ag | zfTRPN1 agonist | NPY-Y2 PAM-ag | EP2 modulator | S1P4 agonist
21) CN1CCN(c2ccc(CNS(=O)(=O)c3cccc(F)c3)cc2)CC1
    · | 12 | -10 | 9 | 0.8 | 1.1 | 6 | 1 | 1.2
22) CN(C)/C=C/c1oc2ccc(O)cc2c1[N+](=O)[O-]
    0 | 17 | 5 | -23 | -0.5 | -2.3 | 2 | -26 | -0.1
23) CC1=NN(c2ccccc2)C(=O)/C1=C\C=C1\N(C)c2ccccc2C1(C)C
    -9 | 3 | -10 | -2 | 5.0 | 15 | 29 | -3 | -0.1
24) CCn1c(NCc2ccc(N(C)C)cc2)nc2ccccc21
    12 | -3 | -6 | -33 | -0.9 | -1.9 | -3 | -51&-41 | -2.1
25) O=C(CCN1CCCCCC1)Nc1ccc(F)c(F)c1
    8 | -5 | 1 | 4 | 0.8 | 1.0 | 6 | 10 | 0.5
26) Cc1ccc(S(=O)(=O)c2nc(S(C)(=O)=O)sc2NCC2CCCO2)cc1 (stereo not given)
    2 | -20 | -15 | 35 | -0.5 | 0.0 | 7 | 3 | 3.7
27) COc1ccc(-c2cn3cccnc3n2)cc1NS(=O)(=O)c1ccccc1
    -2 | -6 | -4 | -7 | 0.3 | 2.8 | -8 | -14 | -0.2
28) COCCNC(=O)CCCn1c(=O)c2cc(OC)c(OC)cc2n(CC(=O)c2ccccc2)c1=O
    -6 | 9 | -29 | -8 | 0.2 | -0.7 | 1 | 6 | 1.0
29) CC(=O)c1ccc(NC(=S)N(Cc2ccccc2)C(C)C2CC2)cc1 (stereo not given)
    7 | -13 | -3 | 53 | -0.4 | -0.8 | -12 | -15 | -0.2
30) COc1ccc(-n2c(N)c(C(=O)NCc3ccco3)c3nc4ccccc4nc32)cc1
    16 | 6 | -18 | -10 | 0.0 | 0.1 | -16 | 0 | 0.7
31) Cc1ccc(S(=O)(=O)Nc2nc3ccccc3nc2NCc2ccc3c(c2)OCO3)cc1C
    0 | 21 | -6 | 11 | -0.1 | 0.6 | 5 | 8 | 5.4
32) O=C(CSc1nnc(-c2cnccn2)n1Cc1ccco1)c1ccc(Cl)c(Cl)c1
    2 | -10 | -4 | -7 | -0.3 | 0.0 | -21 | 9 | 1.2
33) COc1ccc(OC)c(NC(=O)CN(C)CC(=O)Nc2ccccc2Br)c1
    2 | 2 | -12 | 3 | -0.9 | -2.8 | -10 | -11 | 1.4
34) Cc1cc(C)c(-n2nnnc2SC(C)C)c(C)c1
    1 | -9 | 1 | 29 | 1.1 | 0.2 | -2 | -84 | 0.2
35) NNC(=O)c1oc2ccccc2c1-n1cccc1
    7 | -27 | -15 | -40 | -0.8 | 0.1 | -25 | -28 | 1.2
36) CCOC(=O)C1=C(O)/C(=C\c2cccs2)N=C1C
    -2 | -20 | 0 | 1 | 0.8 | -0.8 | 4 | -10 | 0.9
37) CCOc1ccc(-c2cc(C(=O)O)c3ccccc3n2)cc1
    3 | -23 | 6 | 22 | 0.3 | -0.3 | 9 | 14 | -5.2
38) Cn1c(=O)c2c(nc(Sc3ccccc3N)n2C)n(C)c1=O
    · | 9 | 5 | 7 | 0.8 | -0.9 | 7 | -13 | 0.8
39) O=C(CN(Cc1cccs1)C(=O)CNS(=O)(=O)c1ccc(Cl)cc1)NCc1ccco1
    -1 | 2 | -9 | -10 | 0.6 | -0.4 | 6 | 24 | 1.5
40) CN(C(=O)/C=C/c1ccco1)c1ccccc1C(=O)O
    1 | -14 | 0 | -10 | 0.1 | 0.6 | 0 | -22 | 0.3

Entries of single compounds as entered above:
CC(=O)c1ccc(NC(=S)N(Cc2ccccc2)C(C)C2CC2)cc1 (stereo not given) is entered as NPY-Y1 antag = 7; NPY1 pot ag = -13; S1P4 antag = -3; CHOP inh = 53; TRPML3 ag = -0.4; zfTRPN1 agonist = -0.8; NPY-Y2 PAM-ag = -12; EP2 modulator = -15; S1P4 agonist = -0.2
Cc1cc(C)c(-n2nnnc2SC(C)C)c(C)c1 is entered as NPY-Y1 antag = 1; NPY1 pot ag = -9; S1P4 antag = 1; CHOP inh = 29; TRPML3 ag = 1.1; zfTRPN1 agonist = 0.2; NPY-Y2 PAM-ag = -2; EP2 modulator = -84; S1P4 agonist = 0.2
CCN1CCN(c2c(/C=C3\SC(=S)N(Cc4ccco4)C3=O)c(C)c(C#N)c(=O)n2C)CC1 is entered as NPY-Y1 antag = ·; NPY1 pot ag = -5; S1P4 antag = 4; CHOP inh = -16; TRPML3 ag = 3.6; zfTRPN1 agonist = 2.4; NPY-Y2 PAM-ag = 2; EP2 modulator = -21; S1P4 agonist = 0.9

Next section
Screens in order – NPY-Y1 antag | NPY1 pot ag | S1P4 antag | CHOP inh | TRPML3 ag | zfTRPN1 agonist | NPY-Y2 PAM-ag | EP2 modulator | S1P4 agonist
41) CCCCCCC12CCC(C(=O)O)(CC1)CC2
    8 | -24 | -6 | -13 | 0.4 | 0.9 | -5 | 42 | 0.8
42) CCN1C(=O)CC(N2CCC(Nc3ccc(F)cc3)CC2)C1=O (stereo not given)
    1 | 0 | 2 | -14 | 0.6 | 1.5 | 16 | -19 | 2.7
43) O=C1CNC(=O)/C1=C/c1ccc(Br)cc1
    · | 32 | -1 | 6 | -0.3 | -1.5 | -6 | -35 | -0.8
44) CCOC(=O)c1[nH]c(C)c(C(=O)NC(C)CC)c1C (stereo not given)
    -1 | 2 | -8 | 13 | -0.6 | -1.2 | -2 | 11 | -2.4
45) COc1ccc(Cc2nc(-c3ccccc3)no2)cc1
    0 | -22 | 3 | 41 | -1.3 | 0.2 | -14 | -18 | 0.5
46) O=C(CNC(=S)N(CCCN1CCOCC1)Cc1cccs1)NCCCN1CCOCC1
    7 | -38 | -6 | 9 | 1.1 | 0.8 | -10 | 14 | -1.5

Along the list, as entered above:
zfTRPN1 agonist for nos. 41 to 44, in order: 0.9, 1.5, -1.5, -1.2
EP2 modulator for nos. 41 to 44, in order: 42, -19, -35, 11
